# Screens (PubChem BioAssay)
# Lipid storage S3 = qHTS Assay for Lipid Storage Modulators in Drosophila S3 Cells | Drosophila S3 cells, BODIPY lipid droplet fluorescence, 18-24 h; cells fed with added oleic acid | Potency in µM for hits, for the others lipid storage change, negative = inhibition, % at the top dose, mostly 46.1 µM | 320,000 tested, 0.64% active; active = well fitted inhibition curve with a large enough effect in the signal ratio, with a control signal flat, not every such curve was filed as active; inconclusive = small, poorly fitted or top-dose-only effect, or effect the other way, or a change in a side signal; the % refers to the signal ratio
#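 Drosophila S3 cells loaded with oleic acid (400 uM, as added) and compounds at several concentrations; lipid droplets imaged by 488-nm laser-scanning cytometry, 500–530 nm intensity and object ratio to cell channel. Percent activity normalized to 20 uM Triacsin C.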
# Lipid storage S3 cell count max = recorded beside Lipid storage S3, whose call it bears; cell number change, %; measured here: cell count max response;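 cells counted by Cell Tracker Red CMTPX staining in the red channel; peak over a dose series mostly up to 46.1 µM; percent activity relative to internal control wells on each plate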
# Numbers without * were called inactive; i = inactive; ? = inconclusive; · = no result given; [ ] = dose if it differs, or a comment. % is set by controls: 0 for no effect and ±100 for the full control effect; potency is the fitted concentration of half-maximal effect.
SMILES	Lipid storage S3	Lipid storage S3 cell count max
O=C(Cn1cc(C(F)(F)F)cc(Cl)c1=O)NCCc1ccc(Cl)cc1Cl	6.2%	6.8
NC(=O)CSc1nnc(-c2cccnc2)n1Cc1ccccc1	6.1%	2.3
CCS(=O)(=O)N1CCC(C(=O)Oc2ccc(C)c(C)c2)CC1	18.4%	10.9
CCOc1ccc(CNC(=O)CCC(=O)n2ncc3ccc(Cl)cc32)cc1	-1.3%	3.7
O=C(CC1SC(N2CCCCC2)=NC1=O)Nc1cccc(C(=O)Nc2ncccc2O)c1 (stereo not given)	?	·
CCOc1ccc(NC(=S)NC23CC4CC(CC(C4)C2)C3)cc1	?	·
Cc1cc(NC(=O)CSc2nc3c(c(=O)n2-c2ccccc2)SC(C)C3)no1 (stereo not given)	5.8%	-1.8
O=C(Nc1ccc(Oc2ccsc2C(=O)O)cc1)c1ccccc1F	-0.5%	28.0

# Additional entries follow.
SMILES	Lipid storage S3	Lipid storage S3 cell count max
CCOC(=O)N1CCN(c2nc(N(c3ccccc3)c3ccccc3)nc(-n3ccnc3)n2)CC1	?	·
COc1ccc([N+](=O)[O-])cc1NC(=O)C1CCCCC1C(=O)O (stereo not given)	8.6%	-15.3
Cc1ccc(-c2nc3ccccc3[nH]2)cn1	-2.7%	10.6
CC1=C(C(=O)Nc2ccccc2)C(c2cc(CN3CCOCC3)cs2)C2=C(CCCC2=O)N1 (stereo not given)	-11.2%	-6.9
O=C(/C=C1\SC(=O)NC1=O)Nc1ccc(C(=O)O)cc1	?	·
COc1cc(CCC(=O)OCC(=O)Nc2c(F)cccc2F)cc(OC)c1OC	?	·
CCOc1ccc(CNC(=O)CS(=O)(=O)Cc2nc(-c3ccc(OC)cc3)oc2C)cc1	-5.4%	7.2
CC(C)CNC(=O)[C@H](Cc1ccccc1)NC(=O)c1ccco1	?	·

# Continued:
SMILES	Lipid storage S3	Lipid storage S3 cell count max
Cc1c(Cl)cccc1NC(=O)CNCc1ccccc1F	-0.3%	0.5
CCCN(CCC)c1ccc(/C=N/NC(=O)CN2CCOCC2)cc1	7.2%	1.2
O=S(=O)(NC(=NCc1ccccc1)c1ccccc1)c1ccccc1	?	·
COc1cc(NS(=O)(=O)c2ccc3c(c2)C(C)(C)C(=O)N3C)cc(OC)c1	?	·
CCc1nc(SCC(=O)Nc2sc(C)c(C)c2C(=O)OC)c2ccccc2n1	23.7%	1.7
COc1ccc(CNc2cc(C)nc3ncnn23)c(OC)c1	?	·
Cc1ccc(-c2cn(S(=O)(=O)c3cccc4nsnc34)nc2N)cc1	?	·
Cc1cc2nc3c(=O)n(C4CCCCC4)c(=O)[nH]c3nc2cc1N	?	·

# Other records
SMILES	Lipid storage S3	Lipid storage S3 cell count max
O=C(C1=COCCO1)N(Cc1nnc(-c2ccc(Cl)cc2)o1)C1CC1	i[0.0737 µM]	·
O=C(CCC(=O)Nc1ccccc1)N/N=C/c1ccccc1F	3.1%	5.1
Clc1ccc(-c2nnc(-c3ccccc3)c(-c3ccccc3)n2)cc1	-10.8%	17.6
COc1cccc(CNC(=O)CCNC(=O)Cn2ccc3ccccc3c2=O)c1	?	·
CC1CCN(C(=O)c2ccc3c(c2)OCCO3)CC1	i	·
COc1ccc(/C=N/S(=O)(=O)c2cccs2)cc1	?	·
COc1ccc(S(=O)(=O)N2CCN(C(=O)COc3ccccc3)CC2)cc1	-19.0%	-2.5
COC(=O)CNC(=O)C1CCC(CNS(=O)(=O)c2cccc3nsnc23)CC1 (stereo not given)	20.8%	-18.8

# (further entries)
SMILES	Lipid storage S3	Lipid storage S3 cell count max
CCOC(=O)c1sc(=S)n(-c2ccccc2Cl)c1C	7.5%	-1.4
CCOC(=O)c1nc(Nc2ccc(N3CCC(C)CC3)cc2)c2ccccc2n1	-6.7%	·
O=C(Cn1nnc2ccccc2c1=O)NCCc1ccc(F)cc1	?	·
CC1CC(C)CN(S(=O)(=O)c2ccc(C(=O)Nc3nnc(C4CC4)o3)cc2)C1 (stereo not given)	i	·
Cc1cc(=O)c2c(C)nn(-c3ccccc3)c2[nH]1	i	·
O=P(CCCCCCCCCP(=O)(c1ccccc1)c1ccccc1)(c1ccccc1)c1ccccc1	?	·
CC(=O)c1ccc2cccc3c2c1N=CN3C	?	·
CCOC(=O)c1ccc2c(c1)nc(SCC(=O)c1cc3ccccc3o1)n2CC	i	·

# More entries.
SMILES	Lipid storage S3	Lipid storage S3 cell count max
O=C(NC1CCN(C(=O)N2c3ccccc3Sc3ccccc32)CC1)c1ccco1	?	·
O=C(CSc1ccc(-c2ccco2)nn1)NC1CCCCC1	?	·
CCOc1ccc(OCC)c(-c2c(=O)n(OCc3ccccc3C(=O)OC)c3ccccc3[n+]2[O-])c1	-10.3%	-2.3
Cc1cc(/C=c2/sc3nc4ccccc4n3c2=O)c(C)n1-c1ccccn1	-11.4%	-10.8
COc1ccc(N2CCN(CC(O)COc3ccc(F)cc3)CC2)cc1 (stereo not given)	?	·
Cc1cc(NC(=O)CN2CCN(c3ncccn3)CC2)no1	14.5%	17.8
Cc1ccc(C(=O)NC2CC(C)(C)NC(C)(C)C2)c(C)c1	?	·
C1CCCC(N2CCNCC2)CC1	-5.0%	1.3

# (continued)
SMILES	Lipid storage S3	Lipid storage S3 cell count max
CCN(CC(=O)Nc1c(F)cccc1F)C(=O)c1ccc(=O)[nH]c1	?	·
O=C(Nc1ccc(F)cc1F)c1cccnc1	?	·
CCN(CC)c1nc(-c2ccccc2)ncc1S(=O)(=O)c1ccc(C)cc1	15.8%	1.0
COc1ccc(CCNC(=O)CCCn2c(SCC#N)nc3ccccc3c2=O)cc1OC	?	·
Clc1cccc(-c2ccc(/C=N/n3cnnc3)o2)c1Cl	5.5%	6.3
C#CCOCCOCCOCCNc1nc(N2CCN(C(=O)[C@H]([C@@H](C)CC)n3cc([C@@H](N)CC(C)C)nn3)CC2)nc(N2CCN(C(=O)[C@H](Cc3ccc(O)cc3)n3cc([C@@H](N)C(C)CC)nn3)CC2)n1 (stereo not given in full)	1.4%	0.2
Cc1cc(NC(=O)CSc2nnc(-c3ccc(Br)o3)n2Cc2ccccc2)no1	?	·
COc1ccc(C(=O)OCC(=O)NCC2CCCCC2)cc1F	?	·

# Additional compounds
SMILES	Lipid storage S3	Lipid storage S3 cell count max
CCOC(=O)c1ccccc1Nc1cc(C)nc2nc(C)nn12	-0.1%	9.0
CC(=O)c1ccc(OCCCC(=O)NC2=NCCS2)cc1	-3.3%	7.8
O=C(Cc1cccs1)N1CCN=C1SCc1ccccc1F	?	·
Cc1ccccc1NC(=O)NC1CCCc2ccccc21 (stereo not given)	0.2%	-4.2
Clc1ccccc1CONc1ncnc2nonc12	i	2.3
O=c1c2sc(-c3ccccc3)cc2nc2n1CCC2	-4.2%	-12.3
CCCSC1=C(C#N)C2(CCCCC2)C(C#N)=C(N)N1	6.8%	18.5
CCOC(=O)c1sc(Nc2nc3c(OC)cccc3s2)nc1C	?	·

# More records follow:
SMILES	Lipid storage S3	Lipid storage S3 cell count max
Cc1ccc(C(=O)N2c3ccccc3N(Cc3ccccc3)C(=O)C2(C)C)cc1	?	·
Cc1ccc(C(=O)O)cc1Nc1ncnc2sc3c(c12)CCC3	-6.7%	-13.3
CCN1CCN(c2oc(-c3ccccc3C)nc2S(=O)(=O)c2ccccc2)CC1	?	·
CC(C)(C)NS(=O)(=O)c1ccc(CCC(=O)N2CCCC2)cc1	0.9%	-6.4
O=C(N[C@@H](Cc1ccccc1)C(=O)NC1CCCCC1)c1ccco1	i	·
Cc1cccc(C)c1OCC(=O)N(Cc1ccco1)C1CCS(=O)(=O)C1 (stereo not given)	-15.6%	9.8
O=C1CC(c2ccc(F)c(Br)c2)C2=C(CCCC2=O)N1 (stereo not given)	i	·
NNC(=O)c1sccc1OCc1ccc(F)cc1	?	·

# Four of these compounds in a different format.
O=C(NC1CCN(C(=O)N2c3ccccc3Sc3ccccc32)CC1)c1ccco1
  Lipid storage S3 = ?	Lipid storage S3 cell count max = ·

O=C(CSc1ccc(-c2ccco2)nn1)NC1CCCCC1
  Lipid storage S3 = ?	Lipid storage S3 cell count max = ·

CCOc1ccc(OCC)c(-c2c(=O)n(OCc3ccccc3C(=O)OC)c3ccccc3[n+]2[O-])c1
  Lipid storage S3 = -10.3%	Lipid storage S3 cell count max = -2.3

Cc1cc(/C=c2/sc3nc4ccccc4n3c2=O)c(C)n1-c1ccccn1
  Lipid storage S3 = -11.4%	Lipid storage S3 cell count max = -10.8

# Continued:
SMILES	Lipid storage S3	Lipid storage S3 cell count max
O=C(c1sc2cc(Cl)ccc2c1Cl)N1CCN(CCc2ccccn2)CC1	20.4%	2.4
COc1cc(NC(=O)COC(=O)c2ccccc2SCC(=O)N2CCCC2)cc(OC)c1	i	-10.5
CCC1CCC(C(=O)NC(CCSC)C(=O)NCCN(CC(C)C)CC(C)C)CC1 (stereo not given)	-4.3%	-5.3
CCN(CC)CCN(Cc1cc2cc3c(cc2[nH]c1=O)OCO3)C(=S)NCC1CCCO1 (stereo not given)	-5.3%	-18.4
Nc1nc(Sc2ncccc2[N+](=O)[O-])n[nH]1	15.5%	25.9
Cc1cc(C)c2sc(N(CCCN(C)C)C(=O)c3ccc(S(=O)(=O)N(C)Cc4ccccc4)cc3)nc2c1	?	·
O=C(O)c1ccn2c(C(=O)c3ccc(Cl)cc3)c(-c3ccccc3)cc2c1	-5.4%	-1.3
CCOC(=O)c1c(S(=O)(=O)NCC(=O)N2CCN(c3ccccc3)CC2)c(C)n(C)c1C	?	·

# (continued)
smiles	Lipid storage S3	Lipid storage S3 cell count max
Cc1cccc(NC(=S)NC2CCSc3ccccc32)c1 (stereo not given)	i	-8.2
CNC(=O)c1c(NC(=O)CS(=O)(=O)c2ccccc2)sc(C)c1C	?	·
CCOC(=O)C(NC(=O)c1ccccc1)=C1CCCCC1	6.5%	-9.1
CCCc1cc(C(=O)Nc2sc(C)c(CC)c2C#N)no1	i	·
Cc1ccc(S(=O)(=O)Nn2c(C)nnc2-n2nc(C)cc2C)cc1	?	·
COC(=O)/C=C1\S/C(=N/N=C/c2ccc(Cl)cc2)NC1=O	-15.3%	-18.8
Cc1ccc(S(=O)(=O)NCCCN2CCCC2)cc1	?	·
CCNCc1cc2cc(C)ccc2[nH]c1=O	?	·
CCOC(=O)c1sc(/S(C)=N\S(=O)(=O)c2cccc(Cl)c2)c2c1CCC=C2 (stereo not given)	-14.6%	-22.5
Cc1cc2oc(C(=O)N(Cc3cccs3)C3CCS(=O)(=O)C3)cc(=O)c2cc1Cl (stereo not given)	?	·
COC(=O)c1cc(OC)c(OC)cc1NC(=O)CSc1ccccc1	0.8%	-8.6
Cc1ccc(S(=O)(=O)N(CC(=O)NCCSc2ccccn2)c2ccc(C)c(C)c2)cc1	-1.7%	-3.4
O=C(Nc1ccccc1F)c1ccc(-n2cncn2)nc1	10.3%	1.7
C/C(=C\C(=O)c1ccc(Br)cc1)Nc1ccc(Cl)cc1	?	·
CSCC[C@H](NC(=O)N1CCn2c1nc1ccccc12)C(=O)NC1CCCCC1	1.6%	3.3
S=c1nc(-c2ccccc2)[nH]n1-c1ccccc1	-17.1%	-18.1
COCC(=O)N1CCCC(C(=O)c2ccc(-c3ccccc3)c(F)c2)C1 (stereo not given)	9.3%	18.5
Cn1c(=O)[nH]c(=O)c2c1nc(Br)n2CCSc1ncccn1	-1.0%	0.6
COc1cc(S(=O)(=O)NCCN2CCOCC2)ccc1-n1cnnn1	?	·
CN1C(=O)[C@H](Cc2ccc([N+](=O)[O-])cc2)NC1=S	-1.9%	-5.7

# (continued)
smiles	Lipid storage S3	Lipid storage S3 cell count max
CC(C)(OC(=O)c1cccs1)c1cc2ccccc2c(=O)o1	?	·
O=C1[C@@H]2[C@H](C(=O)N1Cc1cccnc1)[C@H]1C=C[C@@H]2C1	i	·
CC(O)Cn1c(=O)c2c(nc(Br)n2Cc2ccccc2)n(C)c1=O (stereo not given)	2.5%	-9.9
O=c1ccc(-c2ccc(S(=O)(=O)Nc3ccc(F)cc3)o2)n[nH]1	-16.5%	4.7
C=CCN1C(=O)C(=O)N(CC(=O)c2ccc3c(c2)CCCC3)C1=O	?	·
COC(=O)c1ccc(C(=O)OC)c(NC(=S)N2CCC(C(N)=O)CC2)c1	?	·
O=C(NCCc1ccccc1)C1CCC(CNc2nc(=S)[nH]c3ccccc23)CC1 (stereo not given)	?	·
O=C(O)CCNS(=O)(=O)c1ccc2c(c1)Cc1ccccc1-2	4.5%	-23.8
COc1cccc(-n2c(C)nnc2SCC(=O)Nc2ccccc2N2CCOCC2)c1	?	·
CCOc1ccccc1-c1nnc(CS(=O)(=O)c2ccccc2)o1	i	23.8
CC1CCC(NC(=O)c2ccc(NC3=NC4CS(=O)(=O)CC4S3)cc2)CC1 (stereo not given)	?	·
Cc1cc(C)cc(NC(=O)c2cc3c(=O)n4ccccc4nc3s2)c1	6.51µM*	-3.4*
CCOC(=O)CC1C(=O)NCCN1C(=O)c1cccc(OC)c1 (stereo not given)	?	·
c1ccc2c(c1)ncn2CCN1CCCCC1	2.8%	0.9
N/C(=N\OC(=O)CSc1ccccc1)c1ccccn1	i	1.7
COc1ccc(S(=O)(=O)N(CCc2ccccc2)CC(=O)O)cc1C	1.0%	1.2
O=C(Nc1ccccc1-c1nnn(CC(=O)N2CCOCC2)n1)c1ccccc1F	10.5%	-1.3
CC(=O)c1c(C)[nH]c(C(=O)Nc2cccc(S(=O)(=O)N(C)C)c2)c1C	2.6%	-12.5
COC(=O)c1ccc(COc2cccc3c2CCN(Cc2ccccc2)C3=O)o1	-5.4%	-10.7
CC(C)Cn1c(N)c(C(=O)NCc2cccs2)c2nc3ccccc3nc21	?	·
Cc1cc(NS(=O)(=O)c2ccc(OCCNS(C)(=O)=O)cc2)no1	-2.8%	-0.2
O=C(COC(=O)c1cc(S(=O)(=O)N2CCOCC2)ccc1Cl)Nc1ccccc1Cl	?	·

# These rows are one share of the data, so the mix of outcomes need not match the whole.
